Compound activity from PubChem.
TGFb inhibitor – inhibitors of TGF-b signaling. HepG2 CAGA-GFP TGF-b/SMAD3 reporter, GFP fluorescence, 18 h; TGF-beta stimulated, 500 pg/mL final. Potency, µM (doses to about 46.1 µM), without a hit: at the top dose activity, negative = inhibition, most hits filed as inhibitors. hit rate 1.2% among 410,000; also: potency is read from the fitted curve at half-maximal effect; % is scaled to controls: 0 for no effect and ±100 for the full control effect; nearly all actives have a fitted effect of over 65% in size
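Using HEPG2 CAGA-GFP reporter cells at 1000 cells/well, we pinned test compounds, stimulated with recombinant TGF-beta (500 pg/mL final) and measured total well GFP after 18 h.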
ATXN viability – reduces viability in counter-screen for ATXN expression inhibitors | Potency, µM (titrated, usually from 56.7 µM), actives largely listed as cytotoxic | S2 cells (HEK-293 line with an ATXN2-luciferase reporter) viability, CellTiter-Fluor protease fluorescence, 24 h | hit rate 0.49% among 400,000; also: potency is read from the fitted curve at half-maximal effect; nearly all actives have a fitted effect of over 40% in size
Nrf2 inh – blocks Nrf2 signaling; A549 ARE-Fluc reporter, luciferase luminescence, 18-24 h; Potency, µM (doses to about 46 µM), inactives show top-dose activity change, negative = inhibition, actives largely listed as inhibitors; hit rate 2.1% among 360,000; AID 504444; also: potency is read from the fitted curve at half-maximal effect; % is scaled to controls: 0 for no effect and ±100 for the full control effect; nearly all actives have a fitted effect of over 60% in size
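Nrf2 function is reported as luminescence of an ARE-controlled luciferase in A549 cells. Compounds were tested at several concentrations, and a CellTiter-Fluor read on the same wells flagged cytotoxicity.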
MmCpn inh – inhibitors of Methanococcus maripaludis chaperonin (MmCpn) | purified Mm-Cpn ATPase, ADP Transcreener TR-FRET | Potency, µM (series often up to 76.9 µM), for inactives: at the highest dose activity, negative = inhibition, hits mostly inhibitors | hit rate 0.031% among 330,000; also: potency is read from the fitted curve at half-maximal effect; % is scaled to controls: 0 for no effect and ±100 for the full control effect; nearly all actives have a fitted effect of over 80% in size
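25 nM Mm-CPN + cpd, 10 min 37°C; + 10 uM ATP, 30 min 37°C; buffer 30 mM Tris pH 7.4, 100 mM KCl, 5 mM MgCl2, 1 mM DTT; Transcreener ADP HTRF detection 30 min RT.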
CCT chaperon mod – cytosolic chaperonin activity modulation | purified chaperonin ATPase assay, HTRF ADP detection, 30 min | activity change, % (test concentration not listed), hits read low | hit rate 0.3% among 360,000; in the data active = activity change below about -30%; also: % is scaled to controls: 0 for no effect and ±100 for the full control effect
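TRiC at 40 or 20 nM final (batch-dependent) in 30 mM Tris pH 7.4, 100 mM KCl, 5 mM MgCl2, 1 mM DTT, with compound at single 76 uM and 10 uM ATP, 30 min at 37 deg C. ADP detected by HTRF Transcreener, 665/615 ratio.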
HepG2 viability – HepG2 cytotoxicity, counter-screen for TGF-b inhibitors; HepG2 CAGA-GFP viability, ATP luminescence, 18 h; Potency, µM (doses to about 46.1 µM), for inactives: top-dose activity change, negative = cytotoxicity, most hits filed as cytotoxic; hit rate 0.76% among 410,000; also: potency is read from the fitted curve at half-maximal effect; some results filed as inactive show a strong effect at the top dose
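HepG2 CAGA-GFP cells (1000/well, DMEM with 1% FBS) received compound, then TGF-beta at 500 pg/mL final, and were incubated 18 hours at 37 degrees C. Viability was read by CellTiter-Glo luminescence. Media-only wells were set as complete cell-killing and DMSO as no toxicity.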
Akt phos inh – inhibitors of Akt phosphorylation; Neuro2A IGF-stimulated pAkt S473 HTRF, 20 min; active compounds read low; activity change, % for hits at 50 µM; hit rate 0.32% among 360,000; in the data active = activity change below about -80%; inconclusive = mostly about -51% to -80%; also: % is scaled to controls: 0 for no effect and ±100 for the full control effect
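Neuro2A cells in DMEM with 0.5% FBS, overnight at 37 deg C, given compound at single 50 µM final, then IGF (6 nM final) for 20 min at 37 deg C. Lysed; phospho-Akt Ser473 by HTRF after 24 h, 665/615 ratio.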
A549 tox – A549 cytotoxicity, counter-screen for Nrf2 inhibitors | A549 ARE-Fluc cells, CellTiter-Fluor viability, 18-24 h | Potency, µM (highest dose often 46 µM), without a hit: at the top dose activity change, negative = cytotoxicity, hits mostly inhibitors | hit rate 0.16% among 390,000 | AID 504648; also: potency is read from the fitted curve at half-maximal effect; % is scaled to controls: 0 for no effect and ±100 for the full control effect
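Cytotoxicity counterscreen: CellTiter-Fluor fluorescence was measured in A549 ARE_Fluc cells after 18-24 h of compound exposure in a concentration series. The subsequent BugLite luminescent read reports ARE-luciferase activity.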
Nrf2 activator – activators of Nrf2 (ARE) signaling. AID 624171. AREc32 ARE-luciferase reporter (MCF7-derived line), luminescence, 24 h. Potency, µM (top dose mostly 46.1 µM), inactives show at the highest dose activation, usual class: activators. hit rate 0.31% among 410,000; also: potency is read from the fitted curve at half-maximal effect; % of control where 0% means no effect; nearly all actives have a fitted effect of over 65% in size
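Steps: seed AREc32_Fluc cells (1000/well, 5% FBS OPTI-MEM); incubate overnight at 37 deg C; add 23 nL compound; incubate 24 hr; add Steady-Glo; hold 30 min RT; read luminescence.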
* marks the source's active call; other numbers are inactive results; i = inactive; ? = inconclusive; . = no result given; & = joins results of further samples; [ ] = remark or other dose. Unless noted, calls follow the shape of the dose curve; as a rule, active = well fitted curve in the direction sought with a large enough effect; inconclusive = small, poorly fitted or top-dose-only effect, or another doubt; inactive = no such curve, though single readings can be large; an effect the other way counts as inactive or inconclusive.

entry	Structure	TGFb inhibitor	ATXN viability	Nrf2 inh	MmCpn inh	CCT chaperon mod
1	CCOc1ccccc1C(=O)N1CCN(C(c2ccccc2)c2ccccc2)CC1	-8%	i	10%	3%	0.0
2	O=C(Nc1c[nH]c(=O)[nH]c1=O)c1cc([N+](=O)[O-])cc([N+](=O)[O-])c1	-22%	i	7%	1%	-0.2
3	O=C(c1cc(COc2ccccc2)on1)N1CCCC(CN2CCOCC2)C1 (stereo unspecified)	4%	i	?	1%	0.7
4	CC(=O)N1CCN(Cc2cc(=O)oc3cc(C)ccc23)CC1	-7%	i	.	.	0.1
5	CC(C)=NNc1nc(-c2ccc([N+](=O)[O-])cc2)cs1	?	?	?	2%	-6.0
6	Cc1ccc[n+](CC(=O)c2ccc(Br)cc2)c1C	-2%	i	-22%	1%	0.1
7	COc1cc(OC)cc(-c2nc3nc(C)c(CCC(=O)Nc4cc(F)ccc4F)c(C)n3n2)c1	-4%	i	16%	.	.
8	CCc1ccc2c(c1)C(=O)C(=O)N2CC(=O)Nc1ccc(NC(=O)c2ccccn2)cc1	-21%	i	?	?	-0.1
9	CS(=O)(=O)N1N=C(c2ccccc2)CC1c1ccc2c(c1)OCO2 (stereo unspecified)	15%	i	?	1%	-1.3
10	COc1ccc([C@H]2CC(=O)C=C(c3ccc(SC)cc3)C2)cc1	8%	i	?	0%	-1.5
11	COc1ccc(-c2cc(C(=O)N3CCN(c4ccccc4F)CC3)c3ccccc3n2)c(OC)c1	?	?	?	0%	-0.9
12	COC(=O)C(NC(=O)CCc1c(C)nc2ncnn2c1C)C(C)C (stereo unspecified)	-2%	i	0%	-4%	0.5

entry	HepG2 viability	Akt phos inh	A549 tox	Nrf2 activator
1	-18%	i	0%	-0.2%
2	-19%	i	3%	-0.7%
3	5%	i	1%	0.3%
4	5%	i	.	-0.9%
5	-1%	i	-7%	10%
6	-28%	i	-6%	-0.5%
7	-11%	.	-5%	0.1%
8	10%	i	0%	7.1%
9	-10%	i	-3%	6.4%
10	-1%	i	-1%	4.3%
11	12%	i	-19%	-0.4%
12	1%	i	-2%	-0.6%

The listing continues.
entry	Structure	TGFb inhibitor	ATXN viability	Nrf2 inh	MmCpn inh	CCT chaperon mod
13	O=C(COC(=O)/C=C/c1cccc(F)c1)Nc1ccccc1-c1ccccc1	-3%	i	6%	5%	-0.1
14	O=C(COC(=O)CSc1ccccc1)NNC(=O)c1ccc([N+](=O)[O-])cc1	-9%	i	-19%	2%	-2.4
15	COc1cc(CN2CCN(CC#Cc3ccccc3)CC2CCO)cc(OC)c1 (stereo unspecified)	-11%	i	14%	-8%	1.5
16	Cc1ccc(C(NC(=O)NCCCN2CCOCC2)=C(Cl)Cl)cc1F	?	i	?	-1%	-0.5
17	COc1ccc(-c2cc(C(=O)N3CCN(c4ccccc4OC)CC3)no2)cc1	1%	i	18%	0%	-0.2
18	O=C(COC(=O)C1=COCCO1)Nc1cc(C(F)(F)F)ccc1Cl	0%	i	5%	0%	-2.2
19	COc1ccc(C(=O)NC2CC2)cc1OC1CCN(C/C=C/c2ccccc2)CC1	5%	i	17%	0%	0.1
20	C=CCSc1nnc(NC(=O)c2nc(SCC)ncc2Cl)s1	11%	i	?	-22%	-0.2
21	Nc1nc(SCC(=O)NC2CCCCCC2)[nH]c(=O)c1-c1ccccc1	-1%	i	-3%	1%	-0.3
22	CCOC(=O)c1c(CN2CCCCC2)n(C)c2cc(Br)c(OC)cc12	19%	i	?	1%	-0.1
23	CC(NS(=O)(=O)c1ccc(CCC(=O)NCC2CCCO2)cc1)c1ccccc1 (stereo unspecified)	4%	i	.	1%	-0.5
24	COc1ccc(C(O)c2ncc(-c3cccc4ccccc34)[nH]2)cc1F (stereo unspecified)	1%	i	.	.	1.0

entry	HepG2 viability	Akt phos inh	A549 tox	Nrf2 activator
13	0%	i	1%	0.4%
14	-24%	i	3%	-0.2%
15	-23%	i	6%	6.8%
16	-19%	i	-13%	?
17	-7%	i	24%	0.2%
18	1%	i	-1%	7.1%
19	-28%	i	2%	2.8%
20	-18%	i	-7%	-0.5%
21	1%	.	-3%	-0.4%
22	-22%	i	-4%	0.1%
23	-15%	i	11%	-0.8%
24	-25%	i	.	3.1%

(cont.)
entry	Structure	TGFb inhibitor	ATXN viability	Nrf2 inh	MmCpn inh	CCT chaperon mod
25	CC(C)OC(=O)N(C)C[C@H]1OCc2cnnn2CCCC(=O)N([C@H](C)CO)C[C@H]1C	0%	i	.	.	-1.7
26	COc1ccc(NC(=O)C2CCN(c3nc(C)cc(C)n3)CC2)cc1	-4%	i	-14%	-4%	-2.3
27	CCCCNC(=S)Nc1cc([N+](=O)[O-])ccc1C	5%	i	16%	0%	1.9
28	NC(=O)C(c1ccc(Cl)cc1)c1ncc(C(F)(F)F)cc1Cl (stereo unspecified)	-3%	i	1%	1%	0.8
29	CC(C)(C)OC(=O)N[C@H](C(=O)OC(C)(C)C)c1ccc(C(F)(F)F)cc1	-11%	i	2%	2%	-1.1
30	NS(=O)(=O)c1ccc(NC(=O)c2cccc(N3C(=O)c4ccccc4C3=O)c2)cc1	-2%	i	3%	0%	1.2
31	CCOc1ccccc1NC(=O)CN1C(=O)COc2ccc(S(=O)(=O)N3CCOCC3)cc21	-9%&0%	i	-17%&-2%	3%	0.7
32	COc1cc(/C=C2/NC(=O)NC2=O)cc(Br)c1OCc1ccc(C(=O)O)cc1	12%	i	0%	2%	-0.8
33	CC(C)Nc1nc(Oc2ccc(Cl)cc2Cl)cc(C(F)(F)F)n1	-14%	.	-12%	5%	-5.2
34	COC(=O)CCCCC1SCC2NC(=O)NC21O (stereo unspecified)	-9%	i	8%	0%	-2.0
35	COc1ccc(NCc2nnc(SCc3ccccc3)n2-c2ccc(OC)cc2)cc1	-4%	i	11%	0%	-0.2
36	CCN(C(=O)c1cccs1)C1CCS(=O)(=O)C1 (stereo unspecified)	0%	i	1%	0%	1.1

entry	HepG2 viability	Akt phos inh	A549 tox	Nrf2 activator
25	-17%	i	.	0.0%
26	9%	i	1%	-0.1%
27	5%	i	2%	8.9%
28	4%	i	-2%	0.0%
29	2%	i	7%	-0.7%
30	-9%	i	5%	-0.5%
31	-16%&-1%	i	-4%&0%	-0.4%&0.5%
32	10%	i	0%	-0.5%
33	-43%	.	-6%	0.1%
34	-12%	i	4%	-0.6%
35	-11%	i	-10%	-0.5%
36	-4%	i	-6%	-0.2%

Retrieved by structure from above, 2 records:
entry	Structure	TGFb inhibitor	ATXN viability	Nrf2 inh	MmCpn inh	CCT chaperon mod
33	CC(C)Nc1nc(Oc2ccc(Cl)cc2Cl)cc(C(F)(F)F)n1	-14%	.	-12%	5%	-5.2
1	CCOc1ccccc1C(=O)N1CCN(C(c2ccccc2)c2ccccc2)CC1	-8%	i	10%	3%	0.0

entry	HepG2 viability	Akt phos inh	A549 tox	Nrf2 activator
33	-43%	.	-6%	0.1%
1	-18%	i	0%	-0.2%

The list continues:
entry	Structure	TGFb inhibitor	ATXN viability	Nrf2 inh	MmCpn inh	CCT chaperon mod
37	COC(=O)c1cc2sc(Cl)cc2n1CC(=O)NCC1CCCO1 (stereo unspecified)	0%	i	2%	-5%	-0.7
38	CCOc1ccccc1N(CC(=O)NC1CCCCC1)C(=O)CNC(=O)c1ccco1	-5%	i	21%	-1%	2.0
39	NC(Cc1ccccc1)C(=O)N1CCCCC1 (stereo unspecified)	-3%	i	14%	0%	-0.1
40	O=C(NCCNC1CCC(c2ccccc2)CC1)c1ccc(F)cc1 (stereo unspecified)	?	i	0%	4%	-1.6
41	Cc1ccccc1C(=O)Nc1ccccc1C(=O)NCC(C)C	33%[activator]	i	-4%	1%	-5.0
42	Cc1nn(C(C)C(=O)NCCCc2ccccc2)c(=O)c2nn(-c3ccccc3)c(C)c12 (stereo unspecified)	-20%	i	?	1%	-4.7
43	COc1cc(NC(=S)N2CCC(C(O)(c3ccccc3)c3ccccc3)CC2)cc(OC)c1	?	?	3%	-6%	-0.7
44	COc1ccccc1C(=O)Nc1ccnn1C1CCN(CCCC2CCCC2)CC1	2%	i	5%	1%	0.9
45	Cc1ccc(NC(=O)c2nnn(Cc3cccc(C(F)(F)F)c3)c2N)c(C)c1	-10%	?	7%[9.27 µM]	.	.
46	Cc1ccc(N2C(=O)/C(=C/c3ccco3)SC2=S)cc1	-16%	i	4%	1%	0.2
47	CC(Sc1nc(C(F)(F)F)nc2ccccc12)C(=O)NC1CCCC1 (stereo unspecified)	6%	i	1%	0%	0.4
48	CCC(=O)N(Cc1cc(=O)[nH]c2ccccc12)C1CCCCC1	-10%	i	5%	0%	1.2
49	COc1ccc2c(c1)CC(C(=O)NCCCN1CCN(c3ccccc3F)CC1)CO2 (stereo unspecified)	-11%	i	.	.	.
50	CCC(C)(C)n1nnnc1C(C(C)C)N(Cc1cccnc1)Cc1ccco1 (stereo unspecified)	-5%	i	?	-4%	0.2

entry	HepG2 viability	Akt phos inh	A549 tox	Nrf2 activator
37	-16%	i	-6%	0.5%
38	6%	i	8%	-0.4%
39	0%	i	-14%	0.2%
40	-43%	i	1%	7.0%
41	3%	i	3%	-0.1%
42	-14%	i	-2%	-0.6%
43	6%	i	11%	-0.5%
44	-15%	i	1%	5.6%
45	-11%	.	-1%	-0.4%
46	-6%	i	-2%	20%
47	5%	i	0%	-0.9%
48	-9%	i	0%	-0.4%
49	-28%	.	8%	1.0%
50	-12%	i	0%	0.4%
